Mtb BioA inh: inhibitors of Mycobacterium tuberculosis BioA enzyme; purified M. tuberculosis BioA enzyme, plate reader; inhibition, % at 9.99 µM; hit rate 0.096% among 360,000; AID 602481; in the data active means inhibition above about 40%; inconclusive means no clear call, values can overlap the other calls
BoNT F protease: blocks Botulinum neurotoxin F light chain protease; inhibition, % at 10 µM; hit rate 0.22% among 360,000; AID 588497; Multiplex microsphere protease cleavage assay, flow cytometry; in the data active means inhibition above about 35%, passing the limit was not always enough; inconclusive means no clear call, values can overlap the other calls; further: plate controls were buffer without enzyme for full effect and enzyme alone for no effect
MazEF act: MazEF (E. coli) toxin RNase activation; P0AE70; FAM/BHQ RNA-DNA oligo cleavage fluorescence, 5 h; hit rate 0.32% among 350,000; activation, % at 20 µM; in the data active means activation above about 50%
Target sequence (P0AE70 whole entry, looked up): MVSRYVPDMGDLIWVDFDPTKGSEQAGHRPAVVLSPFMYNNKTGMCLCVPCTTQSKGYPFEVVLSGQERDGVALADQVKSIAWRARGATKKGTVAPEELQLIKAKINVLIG
FadD28 binding: blocks FadD28 binding to the bisubstrate probe; fluorescence polarization; inhibition, % at 12.5 µM; hit rate 0.22% among 360,000; in the data active means inhibition above about 8.5%, passing the limit was not always enough; inconclusive means no clear call, values can overlap the other calls
Rv3671c protease: Rv3671c (M. tuberculosis) protease inhibition | P9WHR9 | inhibition, % at 5.96 µM | hit rate 0.048% among 320,000 | AID 2606; in the data active means inhibition above about 38%;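 further: extracellular domain of Rv3671c used as enzyme; 0% = enzyme with DMSO and 100% = no enzyme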
GDH-TPI inh: inhibits GDH-TPI coupling enzymes, artifact for Mtb FBA screen; GDH-TPI coupled enzyme counterscreen, NADH absorbance; inhibition, % at 4.8 µM; hit rate 1.2% among 360,000;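 further: 0% = DMSO wells and 100% = wells lacking the enzyme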
Mtb FBA inh: Mtb fructose-bisphosphate aldolase inhibition; P9WQA3; purified M. tuberculosis FBA, fluorescence read-out; inhibition, % at 1 µM; hit rate 2.3% among 360,000; in the data active means inhibition above about 27%;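 further: 0% = vehicle and 100% = reference inhibitor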
Target sequence (P9WQA3 whole entry, looked up): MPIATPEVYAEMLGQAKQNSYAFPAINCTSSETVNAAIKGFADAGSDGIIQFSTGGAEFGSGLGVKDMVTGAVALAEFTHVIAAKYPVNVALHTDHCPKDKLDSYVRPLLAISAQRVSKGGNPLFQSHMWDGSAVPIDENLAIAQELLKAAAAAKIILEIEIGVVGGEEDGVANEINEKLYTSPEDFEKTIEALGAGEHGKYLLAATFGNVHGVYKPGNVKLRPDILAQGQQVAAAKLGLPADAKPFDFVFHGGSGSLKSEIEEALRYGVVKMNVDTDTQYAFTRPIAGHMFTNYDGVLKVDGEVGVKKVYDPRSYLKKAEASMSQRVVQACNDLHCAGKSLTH
CCHF vOTU inh: CCHFV vOTU protease inhibition; AID 651958; hit rate 0.55% among 370,000; Pep-AMC fluorescence; inhibition, % at 11.5 µM; further: 0% = vehicle wells with enzyme and 100% = no enzyme wells
VHR inh abs: inhibitors of human VHR1 phosphatase (DUSP3). P51452. recombinant VHR phosphatase, pNPP absorbance. inhibition, % at 13.3 µM. hit rate 0.52% among 290,000; in the data active means inhibition above about 50%; further: some compounds called inactive have numbers as strong as hits
Mtb UGM inh: blocks M. tuberculosis UGM enzyme. P9WIQ1. purified UGM, fluorescence polarization probe displacement. inhibition, % at 10 µM. hit rate 0.06% among 320,000. AID 504406; in the data active means inhibition above about 10%, passing the limit was not always enough; inconclusive means no clear call, values can overlap the other calls
Target sequence (P9WIQ1 whole entry, looked up): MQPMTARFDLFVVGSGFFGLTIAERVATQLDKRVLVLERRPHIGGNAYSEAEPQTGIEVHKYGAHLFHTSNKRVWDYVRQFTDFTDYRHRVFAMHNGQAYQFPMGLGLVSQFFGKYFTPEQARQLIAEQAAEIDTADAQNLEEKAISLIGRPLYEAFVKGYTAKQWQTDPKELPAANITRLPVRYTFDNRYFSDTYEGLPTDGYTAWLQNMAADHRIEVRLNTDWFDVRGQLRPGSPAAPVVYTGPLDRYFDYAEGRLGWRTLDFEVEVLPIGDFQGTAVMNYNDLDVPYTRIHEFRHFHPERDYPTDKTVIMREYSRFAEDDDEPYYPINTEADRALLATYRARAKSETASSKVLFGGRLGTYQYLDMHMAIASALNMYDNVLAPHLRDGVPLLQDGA
Starred values were filed as active, the others as inactive; ? = inconclusive; . = not tested or not shown; + = active, no number; & = joins results of further samples. Unless noted, no stated cut-off is given here; in the data, active means inhibition above about 30%; inactive means the rest.

compound	Mtb BioA inh	BoNT F protease	MazEF act	FadD28 binding	Rv3671c protease	GDH-TPI inh	Mtb FBA inh	CCHF vOTU inh	VHR inh abs	Mtb UGM inh
O=C(CCCn1c(=O)c2cccn2c2cccnc21)NCCc1ccc(Cl)cc1	-1.3	-2	-15	-1.7	-4	7	5	-6	-2	0.4
O=C(COc1cccc2ccccc12)NNC(=O)[C@@H]1CCCC[C@@H]1C(=O)O	0.8	7	5	0.5	6	13	8	7	-8	0.4
COc1ccc(-n2nnnc2SCC(=O)c2cccc(OC)c2)cc1	-0.1	4	2	0.9	6	3	3	31*	0	2.7
Cc1nc(C)c(C(=O)OCC(=O)Nc2ccccc2)s1	-0.3	11	0	-3.1	0	10	2	-8	.	1.3
N#C/C(=C\c1ccco1)C(=O)Nn1cnnc1	0.1	-1	2	-4.4	6	22	-2	21	6	0.5
Cc1c(Br)c([N+](=O)[O-])nn1CC(=O)Nc1ccc(C(N)=O)cc1	.	-3	9	-2.5	-3	-3	1	-8	5	-1.0
CN(C)C(=O)c1nc2ccc(Cl)cn2c1CN1CCCC(OCc2cccnc2)C1 (centres undefined)	-0.8	-1	2	-0.8	-3	4	2	4	25	2.4
O=C(COC(=O)c1ccccc1Br)Nc1ccc(F)cc1	.	4	0	-3.8	2	-12	2	10	10	0.5
O=C(Nc1cccc2ccccc12)c1[nH]c(-c2ccccc2)c2c1C(=O)N(C1CC1)C2=O	-3.7	-11	.	-4.4	.	.	-1	-4	.	.
CCc1cccc(OCC(=O)Nc2c[nH]c(=O)[nH]c2=O)c1	.	-6	8	-1.8	-2	-4	3	1	36	0.0
C=CCn1c(=O)c(C#N)cc2c(=O)n3ccccc3nc21	.	-3	-6	1.1	2	-1	+	-210	-5	1.4
CCOC(=O)Cn1c(S(=O)(=O)Cc2ccccc2)nc2ccccc21	-1.3	-9	-12	-2.5	-11	15	2	-7	25	1.1
O=C1OC(c2ccc(Br)cc2)=N/C1=C\N1CC2CC(C1)c1cccc(=O)n1C2 (centres undefined)	5.4	-1	-6	-4.1	5	56*	-4	22	8	-0.9
Cc1ccc(NC(=O)COC(=O)c2ccco2)cc1C	-1.3	8	11	-2.1	-5	-3	-1	5	.	0.8
Cc1ccc(-c2cc(C(=O)N3CCN(c4ncccn4)CC3)c3cc(Br)ccc3n2)o1	.	-3	3	-1.7	1	0	2	3	39	1.1
O=C(COC(=O)c1ccc2ccccc2c1)Nc1ncc(C(F)(F)F)cc1Cl	0.3	-4	-10	0.9	-1	5	8	3	2	1.4
COC(=O)c1cccc(NC(=O)CC2NCCNC2=O)c1 (centres undefined)	-1.2	-4	-6	-0.7	-6	0	-1	-3	25	-2.9
CCCS(=O)(=O)c1nc(S(=O)(=O)c2ccc(C)cc2)c(N2CCCC2)s1	-1.8	6	0	-1.8	4	14	-5	3	-1	-0.9
COc1cc2ncnc(NCc3ccc4c(c3)OCO4)c2cc1OC	-1.1	0	16	.	-10	-1	-5	2	16	-3.4
N#Cc1ccccc1NC(=O)CNc1ccccc1N1CCCCC1	-2.7	-4	-4	-0.5	3	6	0	7	0	0.6
O=C(Nc1cc(C(F)(F)F)ccc1N1CCCC1)C1CC(=O)N(Cc2ccccc2)C1 (centres undefined)	1.6	3	2	-1.4	.	1	-2	10	.	.
Cc1cc(Cl)c(S(=O)(=O)Nc2ccon2)cc1OCC(=O)NC1CCCCC1	-1.0	8	0	-2.6	-2	3	2	-4	-2	-0.1
COc1ccc(OC)c(NC(=S)NCCN2CCOCC2)c1	.	4	4	0.3	-10	0	-1	6	-4	0.7
COc1ccc(N2CCN(CCCNC(=O)C3CCCN(S(=O)(=O)c4cnc[nH]4)C3)CC2)cc1 (centres undefined)	-0.8	-16	-1	-1.8	-1	4	2	-3	16	-1.6
C[C@H](CO)N1C[C@H](C)[C@@H](CN(C)S(=O)(=O)c2ccccc2)Oc2c(cccc2N(C)C)C1=O	-2.1&-0.1	1	2	-0.6	2	11	0	3	.	-2.3
CCOC(=O)c1c(C)n(OCc2ccccc2)c2ccc3nonc3c12	0.3	-7	2	-0.4	-8	8	21	-5	25	4.0
CCN(C(=O)CSc1nnc(-c2c[nH]c3ccccc23)n1C1CC1)C1CCS(=O)(=O)C1 (centres undefined)	-0.9	0	1	-2.2	3	-5	-2	3	.	-0.8
O=C(Nc1ccc2c(c1)C(=O)OC2)c1ccc(F)cc1F	.	.	1	-1.7	0	5	-2	-10	1	2.5
CCCc1cc(=O)n2[nH]c(C(F)(F)F)nc2n1	0.6	-6	3	-0.5	-4	1	-1	9	12	-0.7
Cc1cc(NC(=O)COC(=O)C2CC(=O)N(c3ccc(Br)cc3)C2)no1 (centres undefined)	.	-10	8	-2.8	-1	-3	2	5	31	-1.7

The last 3 entries of the section before are carried over, then new ones follow:
compound	Mtb BioA inh	BoNT F protease	MazEF act	FadD28 binding	Rv3671c protease	GDH-TPI inh	Mtb FBA inh	CCHF vOTU inh	VHR inh abs	Mtb UGM inh
O=C(Nc1ccc2c(c1)C(=O)OC2)c1ccc(F)cc1F	.	.	1	-1.7	0	5	-2	-10	1	2.5
CCCc1cc(=O)n2[nH]c(C(F)(F)F)nc2n1	0.6	-6	3	-0.5	-4	1	-1	9	12	-0.7
Cc1cc(NC(=O)COC(=O)C2CC(=O)N(c3ccc(Br)cc3)C2)no1 (centres undefined)	.	-10	8	-2.8	-1	-3	2	5	31	-1.7
Cc1cc(=O)oc2cc(OCC(=O)N3CCCc4ccccc43)ccc12	-3.4	-5	6	-3.5	8	0	6	7	13	-0.1
COc1ccc(Cl)cc1NC(=O)CN(C)C(=O)c1cccc(-n2cnnn2)c1	3.5	1	-15	-2.1	-5	8	6	-5	.	2.1
CSC(=NS(=O)(=O)c1ccccc1)SC	-3.5	-6	6	-0.9	1	0	0	5	22	1.7
CN(C)CCN1C(=O)c2oc3ccccc3c(=O)c2C1c1cccc(Br)c1 (centres undefined)	-0.5	2	9	0.4	-3	23	2	-3	10	-0.3
Cc1c(NC(=O)c2ccc(-c3ccccc3)cc2)cccc1C(=O)O	-1.0	-4	-2	-1.1	1	0	-1	-4	-4	4.0
CC(Cc1n[nH]c(=S)n1N)c1ccccc1 (centres undefined)	0.3	8	0	-2.2	-8	-1	2	6	83	0.9
Cn1c(=O)c2c(-c3ccccc3)n(-n3cnnc3)cc2n(C)c1=O	0.3	0	0	-3.2	-7	-1	-1	7	1	-0.1
Cc1cc(C)c(S(=O)(=O)N2CCOC2CNC(=O)C(=O)NCc2ccccn2)c(C)c1 (centres undefined)	0.4	0	4	1.5	-9	8	3	-7	2	1.9
N#Cc1c(NC(=O)c2ccco2)sc2c1CCC2	-0.1	-57	2	0.6	4	20	1	-2	10	-0.4
CC1(C(=O)NCc2cc(F)cc(C(F)(F)F)c2)C=CC2(CCCCC2)N1C(=O)c1ccccc1 (centres undefined)	7.7	-16	6	-2.9	-4	-1	-1	-5	-3	-0.9
CC(c1ccco1)N(C(=O)c1ccc(Cl)s1)c1ccccn1 (centres undefined)	.	.	-7	.	1	.	.	7	4	-0.6
N#Cc1ccccc1OCC(=O)NNC(=O)c1ccncc1	0.0	-2	0	-1.1	2	7	2	9	.	0.7
O=C(NC1CCCCC1)NC1CCN(S(=O)(=O)Cc2ccccc2)CC1	-3.6	-31	1	-3.6	-2	-6	1	12	-9	1.9
COc1ccc(OCCC(=O)OCC(=O)Nc2ccc(S(=O)(=O)N3CCOCC3)cc2)cc1	.	-5	-29	-3.4	-4	4	5	-6	23	0.7
CC(=O)c1cccc(NC(=O)N2CCCC2C(=O)NCc2ccc3c(c2)OCO3)c1 (centres undefined)	-0.5	5	12	-3.8	4	-11	2	-11	17	-3.4
Cc1cc(C(=O)COC(=O)C2=COCCO2)c(C)n1-c1cccc(F)c1	.	?	-27	-2.4	3	4	-1	-6	.	1.3
CS/C(=N\S(=O)(=O)c1cccs1)Nc1ccc(N2CCOCC2)cc1	2.3&0.6	-7&-8	4&0	-4.2&-1.1	-5	-1&13	-2&1	-15&5	5	5.3
CCOc1ccc(Cl)cc1CNCCNCCO	0.4	-3	-4	0.1	0	-2	6	3	14	-1.3
O=C1NNC(c2ccccc2)=N/C1=C\c1ccccc1	.	6	0	-1.5	1	-4	2	-3	14	0.1
Cc1ccc(-n2nnnc2SCC#N)cc1	-0.9	-10	2	-1.7	6	4	-2	0	5	-4.9
COc1ccccc1NC(=O)CCC(=O)OCc1cccc([N+](=O)[O-])c1	.	-4	0	-3.7	2	-3	-2	-8	14	-0.2
O=C(NNS(=O)(=O)c1ccccc1C(F)(F)F)c1cc2ncc(C(F)(F)F)cc2s1	-1.2	.	9	-1.0	6	12	0	7	14	4.4
O=C(NCCN1CCOCC1)c1ccc(NS(=O)(=O)c2ccccc2)cc1	-1.3	-2	8	-4.6	4	12	-3	-7	34	-0.2
COc1ccc(S(=O)(=O)N2CCN(CC(=O)Nc3cccc(OC)c3)CC2)cc1	-0.1	0	8	-2.0	-4	8	-4	9	1	-0.8
CC(Sc1ccc(Cl)cc1)C(=O)NCC(c1ccco1)N1CCCCC1 (centres undefined)	4.3	-3	-2	-1.4	2	5	-1	-7	.	1.0
O=C(Nc1nnc(-c2ccc(Cl)cc2)o1)C1=COCCO1	-0.2	2	2	-1.4	-5	6	1	4	9	2.4
COc1cc(OC)cc(C(=O)Nc2cccc(NC(=O)c3cccs3)c2)c1	0.8	-5	9	-21	.	3	-4	3	.	.
CC(=O)Nc1cccc(-c2ccnc3c2CC(C(=O)NC(C)C)O3)c1 (centres undefined)	1.8	-4	.	-2.4	.	-1	1	2	.	.
O=C(NNc1nc2ccc(F)cc2s1)c1cccc(F)c1	.	-7	6	0.4	19	-3	6	-8	-7	0.5
CCC(=O)NCCNc1nc2cc(C)cc(C)c2cc1C#N	.	-9	2	-0.5	-2	2	23	-28	23	0.8
C[C@@H]1CCCCO[C@H](CN(C)C(=O)Nc2ccc(F)cc2)[C@@H](C)CN([C@H](C)CO)C(=O)c2cc(NC(=O)c3ccccc3)ccc2O1	-5.2&-1.2	3	-5	-5.2	.	-8	-2	8	.	.
CCOP(=O)(OCC)c1nc(-c2ccc(C)cc2)oc1NCc1ccccc1	.	0	-6	-3.0	1	-4	84*	-18	-1	-5.0
Oc1ccc(Cl)cc1-c1cc(C(F)(F)C(F)F)nc(-c2ccccc2)n1	.	9	3	-3.1	-1	-7	1	7	0	2.1
C=C1C[C@]2(O)[C@@]3(C)CCC(=O)C(C)(C)C3=C(O)C(=O)[C@@]2(C)[C@@H]2C(=O)O[C@@](C)(C(=O)OC)C(=O)[C@@]12C	-0.1	2	2	-1.1	-3	-2	1	1	21	2.2
O=C(OC(C(=O)NC1CCCC1)c1cccnc1)C1=Cc2ccccc2OC1 (centres undefined)	-1.6	0	0	-0.2	-2	6	0	-6	39	0.5
O=C(N/N=C/c1cc(Br)cc(Br)c1O)c1cccc(N2CCCC2=O)c1	-2.2	-4	-68	0.0	12	8	-1	-4	20	0.3
O=C(NCc1ccco1)c1cc(=O)c2ccccc2o1	.	4	2	-0.5	2	1	1	-3	9	0.2
O=C(Cn1ccc([N+](=O)[O-])n1)NCc1cccnc1	-1.1	8	0	0.0	-1	4	-2	9	12	-0.4
NS(=O)(=O)c1ccc(NC(=O)CCC(=O)c2cccs2)cc1	-1.1	-15	-2	-0.5	-18	10	2	-6	2	-1.0
O=C(OCCc1cc2ccccc2c(=O)o1)N1CCOCC1	-1.0	4	3	-0.1	-1	9	4	1	.	-1.2

Bioassay records (PubChem BioAssay)
